Bioassay records: PubChem BioAssay, Johns Hopkins Ion Channel Center
CHT block – inhibitors of human choline transporter CHT; CHT-expressing cells, membrane potential dye, choline response; hits give low values; B-score at 10 µM; actives 0.86% (n = 310,000); AID 488975;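 active = B-score over 3 SD under the library average, and starting fluorescence ratio not unusually high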;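 also: choline stimulus applied at its EC90 after an EC20 pre-addition; B-score computed on integrated fluorescence ratio after choline addition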
Target sequence (Q9GZV3 whole entry, looked up): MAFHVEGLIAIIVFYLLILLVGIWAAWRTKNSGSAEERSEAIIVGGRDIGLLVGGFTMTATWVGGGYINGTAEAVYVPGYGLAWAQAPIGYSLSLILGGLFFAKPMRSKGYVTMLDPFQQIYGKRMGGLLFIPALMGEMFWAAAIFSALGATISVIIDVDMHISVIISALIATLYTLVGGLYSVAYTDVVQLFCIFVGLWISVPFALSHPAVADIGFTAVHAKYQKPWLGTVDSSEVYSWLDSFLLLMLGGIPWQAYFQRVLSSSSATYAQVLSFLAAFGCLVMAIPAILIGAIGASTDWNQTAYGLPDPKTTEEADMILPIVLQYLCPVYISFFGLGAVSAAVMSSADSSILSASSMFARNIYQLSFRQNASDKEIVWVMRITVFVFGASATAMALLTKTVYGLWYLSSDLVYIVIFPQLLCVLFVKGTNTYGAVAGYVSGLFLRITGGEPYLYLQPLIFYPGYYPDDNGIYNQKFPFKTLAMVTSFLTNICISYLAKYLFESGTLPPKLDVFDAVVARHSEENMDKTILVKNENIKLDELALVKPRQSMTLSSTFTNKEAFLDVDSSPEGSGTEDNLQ
CHT PAM – allosterically activates the human high affinity choline transporter; CHT-expressing cells, membrane potential dye, choline EC20; hits give high values; LV-AA mutant CHT in HEK293 cells; AID 488977; actives 0.49% (n = 310,000); Q9GZV3; B-score at 10 µM;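 active = initial fluorescence not abnormally high and integrated response B-score, plate-corrected, over 3 SD above library mean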
Calls only; i = inactive.

Every second line gives: CHT block | CHT PAM
CC[C@H]1OC(=O)[C@H](C)[C@@H](O[C@H]2C[C@@](C)(OC)[C@@H](O)[C@H](C)O2)[C@H](C)[C@@H](O[C@@H]2O[C@H](C)C[C@H](N(C)C)[C@H]2O)[C@](C)(O)C[C@@H](C)CN(C)[C@H](C)[C@@H](O)[C@]1(C)O
→ i | i
COc1cc2nc(CC(C)C)n(NC(=O)c3ccccc3Br)c(=O)c2cc1OC
→ i | i
Cn1c(SCC(=O)Nc2ccc3[nH]c(=O)[nH]c3c2)nnc1-c1ccccc1
→ i | i
O=C(NC(=S)NCCN1CCOCC1)c1cccc(Cl)c1
→ i | i
O=C(NC(=S)Nc1nc(-c2ccccc2)cs1)c1cccs1
→ i | i
O=c1oc2cc(O)ccc2c2c1CCCC2
→ i | i
COc1ccccc1N1CCN(C(=S)NC(=O)/C=C/c2ccccc2)CC1
→ i | i
COc1cc(NC(C)=O)ccc1NC(=O)c1cc2ccccc2o1
→ i | i
O=C(COc1ccc([N+](=O)[O-])cc1)Nc1ccc(C(=O)NCc2cccnc2)cc1
→ i | i
Cc1ccc2c(C)c(C(=O)N(Cc3ccncc3)CC3CCCO3)oc2c1C (stereo not given)
→ i | i
c1ccc(-c2nc3ccccc3[nH]2)cc1
→ i | i
COCCCNC(=O)CC(NS(=O)(=O)c1ccc(OC)cc1)c1ccc(OC)cc1 (stereo not given)
→ i | i
CC(=O)Nc1ccc(NC(=O)CSc2nnc(C)c(=O)n2N)cc1
→ i | i
C=CCOc1ccccc1C1C2=C(CC(C)(C)CC2=O)Nc2c1c(=O)n(C)c(=O)n2C (stereo not given)
→ i | i
CC1(C)CSC(=NCc2ccccc2)N1C(=O)c1cccc([N+](=O)[O-])c1
→ i | i
CC1CCCN(CCC(=O)c2ccc(Br)cc2)C1 (stereo not given)
→ i | i
CCc1c(C)sc(NC(=S)N2CCN(CC)CC2)c1C(=O)OC
→ i | i
COc1ccc(-n2c(SCC(=O)Nc3ccc(C(=O)O)cc3)nnc2-c2ccccc2)cc1OC
→ i | i
Cc1ccnc(NC(=O)CCC(=O)N(CC(=O)NCc2ccccc2)Cc2ccccc2)c1
→ i | i
COc1ccc(NS(=O)(=O)c2ccc(OC)c(N(C)S(=O)(=O)c3ccc(Cl)cc3)c2)cc1
→ i | i

Two entries picked at random from the list so far, as already listed:
Every second line gives: CHT block | CHT PAM
Cc1ccnc(NC(=O)CCC(=O)N(CC(=O)NCc2ccccc2)Cc2ccccc2)c1
→ i | i
CCc1c(C)sc(NC(=S)N2CCN(CC)CC2)c1C(=O)OC
→ i | i

Additional structures follow.
Every second line gives: CHT block | CHT PAM
CCCn1nc(C(=O)NNC(=O)c2cccc(S(=O)(=O)NC(C)C)c2)c2ccccc2c1=O
→ i | i
N#Cc1cc2c(=O)n3ccccc3nc2n(Cc2ccco2)c1=NC(=O)c1ccco1
→ i | i
COCCN(C(=O)CCC(=O)Nc1cc(C)on1)C(C(=O)NC1CCCC1)c1ccc(C(C)C)cc1 (stereo not given)
→ i | i
COc1ccc(NC(=O)COC(=O)CNS(=O)(=O)c2ccc(F)c(F)c2F)cc1OC
→ i | i
CCC1CCCCN1CCCNC(=O)C1CCN(S(=O)(=O)N2CCC3(CC2)OCCO3)CC1 (stereo not given)
→ i | i
Cc1ccc(C(=O)NCC(=O)OC(C)C(=O)Nc2ccc(N(C)C)cc2)cc1C (stereo not given)
→ i | i
Cc1ccccc1CNC(=O)c1ccc(Cl)c([N+](=O)[O-])c1
→ i | i
COC(CNC(=O)C(=O)NCC1CCCN1S(=O)(=O)c1cccs1)OC (stereo not given)
→ i | i
Cc1sc2nc(N3CCOCC3)[nH]c(=O)c2c1-c1ccccc1
→ i | i
O=C(COc1coc(CN2CCc3ccccc32)cc1=O)Nc1ccccc1
→ i | i
CCOC(=O)c1cnc(SC2CC(=O)N(c3ccccc3)C2=O)nc1N (stereo not given)
→ i | i
Cn1c(SCC(=O)NC2CCCC2)nnc1-c1ccco1
→ i | i
CC(C)OCCCn1c(=N)c(S(=O)(=O)c2ccccc2)cc2c(=O)n3ccccc3nc21
→ i | i
CC(C)NCCCOc1ccc(Cl)cc1Br
→ i | i
Cc1cc(N(CN2CCCC2=O)C(=O)c2ccccc2)no1
→ i | i
Cc1cc(NC(=O)c2ccccc2[N+](=O)[O-])ccc1Br
→ i | i
O=C(O)c1ccc(/C=N/Nc2nnnn2-c2ccccc2)cc1
→ i | i
O=C(NCc1ccccn1)c1ccc(S(=O)(=O)Nc2ccccc2F)cc1
→ i | i
N#CCC(=O)Nc1ccc(C(=O)OCC(=O)N(Cc2ccccc2)C2CCS(=O)(=O)C2)cc1 (stereo not given)
→ i | i
CCc1nc(NCCCn2ccnc2)c2oc3ccccc3c2n1
→ i | i
Cc1cc(C)c(NC(=O)/C(=C/c2ccccc2)c2ccccc2)c(C)c1
→ i | i
O=C(NCCc1ccc(Cl)cc1)C1CC(=O)N(C2CCCC2)C1 (stereo not given)
→ i | i
COc1ccc(NS(=O)(=O)c2cc(NC(=O)CCNC(C)=O)ccc2N2CCOCC2)cc1
→ i | i
CC(C)(C)n1nnnc1C(c1cccs1)N(Cc1cccnc1)Cc1ccccc1Cl (stereo not given)
→ i | i
CCCCOC(=O)CCc1n[nH]c(=O)[nH]c1=O
→ i | i
CCOC(=O)c1c(O)c2ccccc2n(C)c1=O
→ i | i
CCOC(=O)c1ccc(NC(=S)N(CCCN2CCCC2)Cc2ccco2)cc1
→ i | i
O=C(Cn1nnc2ccccc21)Nc1ccccc1[N+](=O)[O-]
→ i | i
Nc1c(-c2ccccc2)c(CN2CCOCC2)nn1-c1cccc([N+](=O)[O-])c1
→ i | i
CC(C)N(Cc1cc2ccccc2[nH]c1=O)C(=O)c1ccco1
→ i | i
Nc1cccnc1Sc1cc(Cl)cc(Cl)c1
→ i | i
CC(=O)c1ccc(OCC(O)CN2CC(C)OC(C)C2)cc1 (stereo not given)
→ i | i
O=S(=O)(c1ccc(Cl)cc1)N1CCSC1c1ccco1 (stereo not given)
→ i | i
CC(C)Oc1ccc(Br)cc1/C=N\NC(N)=S
→ i | i
CCOc1ccccc1N(CC(=O)NC1CCCCC1)C(=O)CNC(=O)c1ccco1
→ i | i
Cc1ccc(C)c(NC(=O)Cn2nc(-c3ccccc3)nc2-c2ccccc2)c1
→ i | i
CN(C)CC(=O)Nc1ccc2cn[nH]c2c1
→ i | i
Nc1c(S(=O)(=O)c2cccs2)c2nc3ccccc3nc2n1CCc1ccccc1
→ i | i
Fc1ccc(NC(=S)N2CCN(c3cccc(C(F)(F)F)c3)CC2)cc1
→ i | i
CC(C)[C@H](NS(=O)(=O)c1cccc(C(F)(F)F)c1)C(=O)OCC(N)=O
→ i | i
CCCNC(=O)[C@@H]1CCCN1C(=O)[C@@H]1Cc2ccccc2CN1
→ i | i
O=[N+]([O-])c1ncc(Br)cc1Nc1ccccc1
→ i | i
Cc1cc(COc2ccccc2)oc1C(=O)O
→ i | i
O=C(c1cccc(-n2cccc2)c1)N1CCN(S(=O)(=O)c2ccc(F)cc2)CC1
→ i | i
CC(=O)c1ccccc1OCCn1nc(C(=O)O)c2ccccc2c1=O
→ i | i
COC(=O)C1=C(C)N=C2SC(C#N)=C(N)N2C1c1ccc(OC)cc1 (stereo not given)
→ i | i
Cc1cccn2c(CN[C@@H]3CCCC[C@H]3c3ccccc3)c(C(=O)N3CCOCC3)nc12
→ i | i
FC(F)(F)c1cccc(-c2ccn3ncnc3n2)c1
→ i | i
CC(=O)Nc1ccccc1OC(C)C(=O)NC(C)c1ccc(F)cc1 (stereo not given)
→ i | i
CCNC(=S)NN=C1CCC(C(C)(C)C)CC1 (stereo not given)
→ i | i

Other compounds follow:
Every second line gives: CHT block | CHT PAM
C/C(=N\NC(=O)c1c(Cl)c(C)nn1C)c1cccc(NC(=O)C2CCCC2)c1
→ i | i
CC(=O)Nc1ccc(S(=O)(=O)NCC2CCC(C(=O)NCCCN3CCCC3=O)CC2)cc1 (stereo not given)
→ i | i
CCCc1ccc(S(=O)(=O)N(C)S(=O)(=O)c2ccc(F)cc2)cc1
→ i | i
COc1cc2cc(CN(C(=O)Nc3ccccc3)C3CCCC3)c(=O)[nH]c2cc1OC
→ i | i
O=C(CCC1CCCC1)Nc1ccc([N+](=O)[O-])cn1
→ i | i
CC(C)CCNC(=O)CN(C)S(=O)(=O)c1cccc2nsnc12
→ i | i
Cc1ccc(S(=O)(=O)N(CC(O)CN2CCCCC2)c2cccc([N+](=O)[O-])c2)cc1 (stereo not given)
→ i | i
Cc1cc(C)cc(N2C(=O)c3nccnc3C2=O)c1
→ i | i
COc1ccc(-c2nn(CCC(=O)O)cc2/C=N/NC(N)=S)cc1
→ i | i
CC(=O)c1ccc(N2C(=O)[C@@H]3[C@H](C2=O)[C@H]2c4ccccc4C=NN2[C@@H]3C(C)=O)cc1
→ i | i
COC(=O)c1nnn(-c2nonc2N)c1CSCCO
→ i | i
Cc1cccc(C)c1NCC(=O)N1CCN(Cc2ccccc2)CC1
→ i | i
Cc1ccc(N2CCN(C(=O)c3ccccc3F)CC2)c(C)c1
→ i | i
COc1ccc(C(=O)N/C(=C\c2cn(S(=O)(=O)N(C)C)c3ccccc23)C(=O)N2CCN(C)CC2)cc1
→ i | i
COc1ccc(C(=O)[C@@H]2CC[C@](C)(C(=O)O)C2(C)C)cc1
→ i | i
O=c1[nH]c(C2CCN(S(=O)(=O)c3cccc(C(F)(F)F)c3)CC2)nc2c1nnn2Cc1cccc(F)c1
→ i | i
CCOC(=O)CN(C#N)c1nc(C)cc(C)n1
→ i | i
C/C(Cl)=C\Cn1c(N2CCCC2)nc2c1c(=O)[nH]c(=O)n2C
→ i | i
CCc1nnc(NC(=O)[C@@H]2CCCN2S(=O)(=O)c2ccc3c(c2)OCCO3)s1
→ i | i
COCCN(C(=O)c1cccc(-n2cnnn2)c1)c1c(N)n(CC(C)C)c(=O)[nH]c1=O
→ i | i

Further results follow:
smiles | CHT block | CHT PAM
COc1cc2nc(CN3CCOCC3)n(CC(=O)NCC(F)(F)F)c(=O)c2cc1OC | i | i
COc1ccc(C(=O)Nc2ccccc2C(=O)NC(C(=O)NCc2ccco2)C(C)C)cc1 (stereo not given) | i | i
COc1ccc(CN2CCC(Oc3ccc(C(=O)N4CCCC4)cc3)CC2)c(F)c1 | i | i
COc1cc2c(cc1OC)C(Cc1ccc(O)cc1)N(C)CC2 (stereo not given) | i | i
COc1cccc(NC(=S)NCc2ccc(F)cc2)c1 | i | i
O=S(=O)(c1ccccc1)n1nc(-c2ccccc2)nc1NCc1ccco1 | i | i
COc1ccc(S(=O)(=O)NN=C2CCCC2)cc1 | i | i
O=C(CN1CCN(S(=O)(=O)c2ccc(F)cc2)CC1)Nc1ccc(Cl)cn1 | i | i
S=C1NCN(Cc2ccco2)CN1Cc1ccco1 | i | i
O=C(NCc1ccccc1)C1=C[C@@H](c2ccc(Br)cc2)C[C@@H](OCCCCO)O1 | i | i
C=CC(=O)NCc1ccc(-c2csnn2)cc1 | i | i
O=C(N/N=C/c1ccc2c(c1)OCO2)c1cc(-c2ccc(F)cc2)nc2ccccc12 | i | i
Cc1ccc(NC(=O)CN(C)C(=O)c2ccc(Br)o2)cc1 | i | i
O=C1c2cccc3cccc(c23)C(=O)N1CCN1CCN(CC(O)COCc2ccc(Cl)cc2)CC1 (stereo not given) | i | i
CN1C(=O)c2ccccc2C(C(=O)O)C1c1cccc(Cl)c1 (stereo not given) | i | i
CC(NC(=O)OCc1ccccc1)C(=O)NCC1CCCO1 (stereo not given) | i | i
O=[N+]([O-])c1cccc(-c2n[nH]c(=S)n2Cc2ccccc2)c1 | i | i
CN(Cc1nc2ccccc2[nH]1)C(=O)C1CCC(=O)N(C2CCCC2)C1 (stereo not given) | i | i
COc1ccc(S(=O)(=O)N2CCCC2C(=O)NCc2cccs2)cc1 (stereo not given) | i | i
CCOC(=O)C(=O)NNc1ccc(Cl)cc1 | i | i
Cc1occc1-c1nnc(SCC(=O)N2CC(=O)Nc3ccccc32)n1CC(C)C | i | i
COc1cc(SC)ccc1C(=O)Nc1c(C)cccc1C | i | i
N/C(=N\OC(=O)Oc1ccccc1)c1ccc(Br)cc1 | i | i
COc1ccc(-c2cc(C(=O)N3CCCC(C(F)(F)F)C3)c3ccccc3n2)cc1OC (stereo not given) | i | i
CC(C)c1[nH]nc2c1C(c1cccs1)C(C#N)=C(N)O2 (stereo not given) | i | i

Next section, overlapping the part above by 4 compounds.
smiles | CHT block | CHT PAM
COc1cc(SC)ccc1C(=O)Nc1c(C)cccc1C | i | i
N/C(=N\OC(=O)Oc1ccccc1)c1ccc(Br)cc1 | i | i
COc1ccc(-c2cc(C(=O)N3CCCC(C(F)(F)F)C3)c3ccccc3n2)cc1OC (stereo not given) | i | i
CC(C)c1[nH]nc2c1C(c1cccs1)C(C#N)=C(N)O2 (stereo not given) | i | i
COc1cc([N+](=O)[O-])ccc1NC(=O)Cn1ccsc1=N | i | i
CCOC(=O)c1c(C)[nH]c(C(=O)COC(=O)CCC2CCCC2)c1C | i | i
CCCNC(=O)C1CCN(S(=O)(=O)c2cccc3nonc23)CC1 | i | i
O=C(OCCN(C1=NS(=O)(=O)c2ccccc21)c1ccccc1Cl)c1ccc(Cl)cc1 | i | i
Cc1c(CC(=O)N[C@@H](C)C(=O)O)c(=O)oc2c(C)c3occ(-c4ccccc4)c3cc12 | i | i
COc1ccc(C2c3sc(=O)[nH]c3SCC2C(N)=O)cc1 (stereo not given) | i | i
O=[N+]([O-])c1ccc(NCCNS(=O)(=O)c2ccccc2)cc1 | i | i
COc1cc(OC)c(C(=O)N(CCc2ccccc2)Cc2ccccc2)cc1OC | i | i
COc1ccc(Cl)cc1C(=O)n1nc(C)cc1C | i | i
COc1cc2cc(CN(Cc3ccc4c(c3)OCO4)C(=O)c3ccco3)c(=O)[nH]c2cc1OC | i | i

Rows are unselected; any-hit rate near 1.4%.
